Compound activity as filed in PubChem.
M. tuberculosis HTS: M. tuberculosis growth inhibition, HTS (AID 449762) | M. tuberculosis H37Rv growth inhibition, 7H9 media; higher % means a stronger effect | inhibition, % at 25 µM; hits with a dose series show IC50 in µM | 330,000 compounds, 0.59% hits; in the data active = a potency from the dose series; inconclusive = inhibition above about 70% without an active follow-up result;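 note: bacterial growth assessed after seven days of incubation; strong numbers were not always called active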
H1N1 NS1A inhibition: H1N1 influenza NS1A inhibitors, functional cell based assay (AID 504329) | 340,000 compounds, 0.3% hits | NS1A functional cell-based assay, percent inhibition; higher % means a stronger effect | inhibition, % at 12.5 µM; hits with a dose series show IC50 in µM; in the data active = a potency from the dose series; inconclusive = inhibition above about 27% without an active follow-up result; note: strong numbers were not always called active
Salmonella PhoP GFP: PhoP regulon inhibitors, Salmonella typhi PhoP promoter GFP reporter, confirmatory (AID 1850); Salmonella Typhi PhoP-promoter GFP reporter, fluorescence, 4 h; higher % means a stronger effect; inhibition, % at 50 µM, or IC50 in µM where a hit was titrated; 310,000 compounds, 0.33% hits; in the data active = a potency from the dose series; inconclusive = inhibition mostly from about 25% at the one dose, without a potency; inactive = the rest, 99 in 100 with inhibition below about 19%;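 note: 0% = induced wells with vehicle and 100% = uninduced wells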
M. tuberculosis: growth inhibition of non-replicating M. tuberculosis (AID 488890). Mycobacterium tuberculosis non-replicating, growth inhibition; higher % means a stronger effect. inhibition, % at 25 µM, or IC50 in µM where a hit was titrated. 320,000 compounds, 0.39% hits; in the data active = a potency from the dose series; inconclusive = inhibition mostly from about 82% at the one dose, without a potency; inactive = the rest, 99 in 100 with inhibition below about 76%;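 note: plate controls were DMSO cells for no effect and high antibiotic wells for full effect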
inhibitors of VEEV: inhibitors of VEEV TC-83 cytopathic effect, confirmation, Vero cells (AID 588727). 350,000 compounds, 0.13% hits. inhibition, % at 20 µM; hits with a dose series show IC50 in µM. Vero cells, VEEV TC-83 cytopathic effect inhibition; higher % means a stronger effect; in the data active = a potency from the dose series; inconclusive = inhibition mostly from about 14% at the one dose, without a potency; inactive = the rest, 99 in 100 with inhibition below about 12%; note: strong numbers were not always called active
inhibitors of VEEV 10K pilot screen: recorded beside inhibitors of VEEV, whose call it bears; inhibition, %; measured here: 10K pilot screen inhibition
* marks the source's active call; other numbers are inactive results; i = inactive; u = inconclusive; x = not tested or not shown.

SMILES	M. tuberculosis HTS	H1N1 NS1A inhibition	Salmonella PhoP GFP	M. tuberculosis	inhibitors of VEEV	others
O=C1Nc2ccc(F)cc2C12Nc1ccccc1-c1nnc(SCc3ccccc3Cl)nc1O2 (stereo not given)	5%	-7%	1%	3%	4.7%
CCOC(=O)c1[nH]c(C)c(C(=O)N2CCCC(Nc3ccc(C)c(C)c3)C2)c1C (stereo not given)	4%	6%	-6%	-8%	1.3%
CC12CN3CC(C)(CN(C1)C3c1ccc(Cl)cc1Cl)C2O (stereo not given)	15%	-4%	3%	-3%	1.2%
COc1ccc(C(CC(=O)O)NC(=O)COc2ccccc2)cc1 (stereo not given)	-9%	8%	-2%	-14%	0.7%
CCOc1ccc(NC(=O)CN(c2cc(C)cc(C)c2)S(=O)(=O)c2c(C)noc2C)cc1	-9%	5%	-6%	-2%	0.5%
Cc1cc(C)c(C(=O)CSc2n[nH]c(-c3ccncc3)n2)c(C)c1	-1%	5%	1%	-6%	0.2%
Cc1cc(C)n(-c2nc(O)cc(=O)[nH]2)n1	2%	-6%	-2%	-1%	1.8%
CCOc1ccc(NC(=S)N2CCN(S(=O)(=O)c3ccc(OC)cc3)CC2)cc1	-9%	-16%	0%	1%	4.4%
CC(C)OC(=O)C(C)Nc1n[nH]c(=S)[nH]c1=O (stereo not given)	x	-1%	x	x	i
CCc1nc(SCc2nc3ccccc3[nH]2)c2oc3ccccc3c2n1	8%	-6%	0%	20%	i
Cc1cccc(-c2c(NC(=O)c3ccco3)oc3ccc(Cl)cc3c2=O)c1	29%	10%	11%	16%	0.5%
CC(=O)c1ccc(NC(=O)COC(=O)C2CC3C=CC2C3)cc1 (stereo not given)	-2%	5%	x	5%	i
O=C(c1cc(N2C(=O)C3C4CCC(C4)C3C2=O)ccc1Cl)N1CCCCCC1 (stereo not given)	-5%	-5%	-5%	1%	i
COc1c(-c2ccccc2)oc2c(ccc3occc32)c1=O	-6%	3%	x	-18%	0.1%
C=CCN1C(=O)c2ccc(C(=O)N3CCN(S(=O)(=O)c4cc(C)ccc4C)CC3)cc2C1=O	3%	13%	-5%	3%	0.7%
Cc1cc(C(=O)OCC(=O)N(CC(C)C)c2c(N)n(Cc3ccccc3)c(=O)[nH]c2=O)c2ccccc2n1	-6%	-7%	3%	13%	3.0%
COc1ccc2cc(/C=N/NC(=O)CSCc3ccc([N+](=O)[O-])cc3)c(Cl)nc2c1	15%	-5%	-12%	7%	0.4%
O=C(CNC(=O)c1n[nH]c2ccccc12)Nc1cc(Cl)ccc1Cl	-4%	-7%	x	-10%	7.0%
Cc1cc(C)c2nc(SCC(=O)NCC3CCCO3)c(C#N)cc2c1 (stereo not given)	0%	0%	6%	-7%	2.2%
Cc1cc(C=O)c(C)n1-c1ccc(NC2CCCCC2)c([N+](=O)[O-])c1	1%	10%	-1%	39%	0.1%	inhibitors of VEEV 10K pilot screen=3.0
CCOc1ccc(NS(=O)(=O)c2ccc(C(=O)N(C)CC(=O)Nc3ccc(OC)cc3)cc2)cc1	2%	9%	0%	23%	4.4%
CCc1c(O)nc2sc3ccccc3n2c1=O	-8%	-16%	12%	-1%	0.5%
CN(C)CCn1ccc(O)c(Cc2ccc(Cl)cc2)c1=O	-3%	2%	0%	-13%	i
O=C(O)c1cc(NC(=O)c2ccc3c(c2)C(=O)N(Cc2ccccc2)C3=O)cc(C(=O)O)c1	4%	-9%	-3%	-2%	i
O=S(=O)(NCc1ccccn1)c1ccc(Br)s1	-5%	-14%	4%	37%	i
O=C1c2ccccc2C(Nc2ccc(S(=O)(=O)N3CCCCC3)cc2)N1Cc1ccco1 (stereo not given)	-1%	7%	2%	22%	4.8%
COc1ccc(C(=O)O/N=C(/C)c2cccs2)cc1	u	1%	1%	25%	0.2%
O=C1c2ccccc2C(=O)N1CC(O)Cn1nnc2ccccc21 (stereo not given)	-3%	0%	x	6%	0.1%
O=S(=O)(Nc1ccccc1)N1CCCCC1	x	0%	x	x	1.1%
CC(=O)N(c1ccc(Br)cc1)C1C=CS(=O)(=O)C1 (stereo not given)	-4%	2%	-14%	8%	2.1%
Cc1ccccc1S(=O)(=O)Nc1nc2ccccc2nc1NCCO	0%	8%	0%	-6%	i
CC1(C)NC(=O)N(CC(O)COc2ccc(-c3ccc(C#N)cc3)cc2)C1=O (stereo not given)	-17%	12%	-10%	-1%	i
CC(=O)c1ccc(OCC(=O)NCC2(N3CCCCC3)CCCCC2)cc1	0%	-1%	-12%	15%	7.7%
CCCCCCCCn1sccc1=O	1.3µM*	6%	x	u	u
CCCSC1=N/C(=C/c2ccsc2)C(=O)N1c1ccccc1	54%	0%	-8%	30%	0.5%
Cc1ccc(C2N(c3ccc(Cl)c(Cl)c3)C(=O)C3CCCN32)o1 (stereo not given)	-11%	3%	-1%	-2%	0.7%
Cc1cc(C(=O)NC2=NCCS2)c2ccccc2n1	2%	-8%	3%	4%	2.2%
S=C(NCc1ccco1)N1CCC(c2nc3ccccc3o2)CC1	0%	1%	-18%	24%	1.0%
CCN1CCN(C(=O)c2cc(=O)c3cc(C)ccc3o2)CC1	2%	-2%	2%	-8%	i
Cc1cc(S(=O)(=O)N2CCOCC2)ccc1OCC(=O)N1CCC(C(N)=O)CC1	-12%	-9%	-11%	-4%	2.5%
CCOCCn1c(SC)nc2c1c(=O)[nH]c(=O)n2C	2%	-13%	-9%	27%	3.2%
C1CC(=NN=C2CCSCC2)CCS1	x	-2%	x	x	i
c1ccc(CNC23CC4CC(CC(C4)C2)C3)nc1	-1%	-18%	7%	5%	0.9%
Cc1cc(Cl)c(S(=O)(=O)N2CCSCC2)cc1OCC(N)=O	2%	-22%	0%	-23%	4.3%	inhibitors of VEEV 10K pilot screen=0.4
CCOC1=C/C(=C/c2c(N)n3nc(CC(=O)N4CCCC4)sc3nc2=O)C=CC1=O	0%	2%	1%	-13%	2.5%
CS(=O)(=O)N(CC(=O)Nc1ccc(CC#N)cc1)c1ccc(C23CC4CC(CC(C4)C2)C3)cc1	-8%	-2%	-12%	-3%	i
O=C(COC(=O)c1ccc(O)cc1)NC(c1ccccc1)c1ccccc1	-3%	3%	x	25%	2.5%
Cc1ccc(S(=O)(=O)c2nnn3c2nc(N2CCC(C(N)=O)CC2)c2ccccc23)cc1	1%	2%	9%	-1%	2.5%
O=C(NCCc1ccccc1)c1ccc(-c2ccc(F)cc2)o1	-3%	-3%	13%	62%	0.5%
CCn1c(/C=C/c2ccc(F)cc2)nc2ccccc2c1=O	2%	-2%	5%	43%	1.6%
COc1ccc2[nH]c3c(N4CCc5ccccc5C4)ncnc3c2c1	u	4%	17%	65%	u
O=C(COC(=O)Cn1[nH]c(=O)c2ccccc2c1=O)Nc1c(Cl)cccc1C(F)(F)F	-2%	-10%	-4%	-12%	1.0%
CCOc1ccc(CNC(=S)N/N=C/c2cccnc2)cc1	3%	-4%	-4%	12%	i
COc1ccc(N2CCc3c(C)nc4c(OC)cc(OC)cc4c32)cc1	15%	1%	19%	70%	2.4%
COCCCNC(=O)c1cc2c(=O)n(C)c3ccccc3c2n1C	-7%	8%	-3%	0%	7.4%
CCCC(=O)Nc1ccc(NC(=O)CCc2ccccc2)cn1	-1%	8%	-1%	-15%	0.2%
NS(=O)(=O)c1ccc(CCNC(=O)C(c2ccccc2)c2ccccc2)cc1	5%	8%	-15%	-1%	0.9%
O=C(CN1CCN(CC(=O)Nc2ccc(-c3ccccc3)cc2)CC1)Nc1ccc(F)cc1	-5%	-6%	1%	18%	1.0%
O=C(CNC(=O)c1ccccc1)OCc1nnc(-c2ccccc2)o1	-11%	-4%	-1%	-14%	1.4%
Cc1cc(C)n(CC(C)NC(=O)CCc2nnc(CCc3ccccc3)o2)n1 (stereo not given)	2%	-13%	-6%	-8%	3.7%

Sorted by heavy-atom count (smallest number first): part of the list above
SMILES	M. tuberculosis HTS	H1N1 NS1A inhibition	Salmonella PhoP GFP	M. tuberculosis	inhibitors of VEEV	others
C1CC(=NN=C2CCSCC2)CCS1	x	-2%	x	x	i
c1ccc(CNC23CC4CC(CC(C4)C2)C3)nc1	-1%	-18%	7%	5%	0.9%
CCOCCn1c(SC)nc2c1c(=O)[nH]c(=O)n2C	2%	-13%	-9%	27%	3.2%
CCn1c(/C=C/c2ccc(F)cc2)nc2ccccc2c1=O	2%	-2%	5%	43%	1.6%
O=C(NCCc1ccccc1)c1ccc(-c2ccc(F)cc2)o1	-3%	-3%	13%	62%	0.5%
COCCCNC(=O)c1cc2c(=O)n(C)c3ccccc3c2n1C	-7%	8%	-3%	0%	7.4%
COc1ccc2[nH]c3c(N4CCc5ccccc5C4)ncnc3c2c1	u	4%	17%	65%	u
COc1ccc(N2CCc3c(C)nc4c(OC)cc(OC)cc4c32)cc1	15%	1%	19%	70%	2.4%
O=C(COC(=O)c1ccc(O)cc1)NC(c1ccccc1)c1ccccc1	-3%	3%	x	25%	2.5%
NS(=O)(=O)c1ccc(CCNC(=O)C(c2ccccc2)c2ccccc2)cc1	5%	8%	-15%	-1%	0.9%
Cc1cc(S(=O)(=O)N2CCOCC2)ccc1OCC(=O)N1CCC(C(N)=O)CC1	-12%	-9%	-11%	-4%	2.5%
CCOC1=C/C(=C/c2c(N)n3nc(CC(=O)N4CCCC4)sc3nc2=O)C=CC1=O	0%	2%	1%	-13%	2.5%
O=C(COC(=O)Cn1[nH]c(=O)c2ccccc2c1=O)Nc1c(Cl)cccc1C(F)(F)F	-2%	-10%	-4%	-12%	1.0%
Cc1ccc(S(=O)(=O)c2nnn3c2nc(N2CCC(C(N)=O)CC2)c2ccccc23)cc1	1%	2%	9%	-1%	2.5%
O=C(CN1CCN(CC(=O)Nc2ccc(-c3ccccc3)cc2)CC1)Nc1ccc(F)cc1	-5%	-6%	1%	18%	1.0%
CS(=O)(=O)N(CC(=O)Nc1ccc(CC#N)cc1)c1ccc(C23CC4CC(CC(C4)C2)C3)cc1	-8%	-2%	-12%	-3%	i

Other structures
SMILES	M. tuberculosis HTS	H1N1 NS1A inhibition	Salmonella PhoP GFP	M. tuberculosis	inhibitors of VEEV	others
COc1ccc(CCNC(=O)Cn2cccc2C(=O)c2ccccc2)c(OC)c1	2%	-11%	-40%	30%	3.2%
CN(C(=O)CSc1ncn[nH]1)C1(C#N)CCCCC1	-3%	0%	x	-7%	1.0%
CCCNC(=O)c1ccccc1NC(=O)c1ccc2c(c1)NC(=O)C(C)S2 (stereo not given)	15%	7%	-10%	6%	7.8%
Cc1cccc(NC(=O)/C=C/c2ccc3c(c2)OCO3)n1	6%	8%	-1%	30%	2.5%
Cc1cccc(CNC(=O)C2CCC(=O)N(C3CCCC3)C2)c1 (stereo not given)	-2%	-1%	-9%	-5%	2.3%
Cc1ccc(NC(=S)N2CCCC2)cc1	-3%	7%	8%	-18%	i
O=C(c1cnn(C(=O)c2ccco2)c1)c1cc(F)ccc1O	-2%	-8%	x	36%	2.4%
O=C(CSc1ncnc2ccccc12)c1ccco1	3%	9%	3%	76%	0.4%
O=C(N/N=C\c1ccncc1)c1ccc(Br)s1	-7%	0%	-5%	x	4.4%
COc1cccc(CNc2ccccc2O)c1OCc1ccccc1F	40%	10%	4%	26%	7.1%
CC[C@](C)(O)c1cc2ccccc2c(=O)o1	-8%	8%	x	3%	i
Nc1ccc(C(=O)OCCCc2nc3ccccc3[nH]2)cc1	2%	-3%	6%	0%	0.9%
COc1ccc(C2CC(=O)NC3=C2C(=O)CCC3)cc1Cl (stereo not given)	-1%	0%	16%	-9%	1.9%
COc1ccc(NC(=S)N2CCN(C(=O)C3CCCO3)CC2)c(OC)c1 (stereo not given)	-7%	-11%	-9%	-12%	0.3%
COc1ccccc1NC(=O)COC(=O)c1ccc(N2CCCC2=O)cc1	7%	-17%	x	23%	i
COc1ccc(OC)c(NC(=O)c2ccc(OCC(=O)N3CCOCC3)c(OC)c2)c1	1%	-9%	-2%	4%	8.0%
COc1ccccc1OC(C)C(=O)Nc1nc(-c2ccc(S(=O)(=O)N3CCOCC3)cc2)cs1 (stereo not given)	2%	4%	-21%	55%	11%
Cc1ccc(Cn2cc(C=O)c3ccccc32)cc1	5%	-22%	4%	54%	i
S=c1[nH]nc(-c2ccc3ccccc3n2)n1Cc1ccccc1	2%	-6%	-9%	-12%	0.8%
